MPTP inh – permeability transition pore inhibition; isolated mouse mitochondria, Ca2+ swelling absorbance, 30 min; inhibition, % at 10 µM; actives 1.4% (n = 360,000);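 active = inhibition of 50% or more, scaled per plate between neutral and stimulator controls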;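 note: 0% = DMSO wells given calcium and 100% = 1 mM EGTA wells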
APOBEC3G inh – inhibitors of human APOBEC3G DNA deaminase. recombinant A3G, ssDNA deamination FAM/TAMRA fluorescence. Q9HC16. inhibition, % at 20 µM. actives 0.28% (n = 330,000). AID 493012;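 active = inhibition of at least 40% at 20 µM, with no more than 30% in the related APOBEC3A deaminase screen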;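 note: plate controls were DMSO wells with A3G for no effect and wells lacking A3G enzyme for full effect; some compounds called inactive have numbers as strong as hits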
MIN6 prolif – inducers of beta-cell replication in MIN6 cells; proliferation, % at 10 µM; MIN6 cells proliferation, ATPlite luminescence, 48 h; cells starved in 0.2% serum; 100% = growth in 10% serum; AID 2380; actives 0.29% (n = 330,000);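 active = compounds whose signal lies at least 3.5 SD above the mean of all wells on their plate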;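 note: 0% = DMSO-treated cells in low-serum medium and 100% = 10% serum control; some compounds called inactive have numbers as strong as hits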
mIAP block – blocks mouse intestinal alkaline phosphatase. AID 2806. inhibition, % at 10 µM. purified mouse IAP, CDP-Star luminescence, 30 min. actives 0.2% (n = 330,000);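 active = inhibition of at least 40% at 10 µM in the primary screen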;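 note: plate controls were DMSO with enzyme for no effect and no enzyme wells for full effect; values of inactives mirror those of a sister screen read the other way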
hIAP act – human IAP activation. actives 0.16% (n = 330,000). AID 2524. purified human IAP, CDP-Star luminescence, 30 min; active compounds read high; 1 = vehicle-only enzyme, 0 = enzyme-free background. P09923. activation factor at 10 µM;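 active = activation factor of the enzyme at least 2-fold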; note: the source names both 10 and 20 µM as test concentration; values of inactives mirror those of a sister screen read the other way
Target sequence (P09923 whole entry, looked up): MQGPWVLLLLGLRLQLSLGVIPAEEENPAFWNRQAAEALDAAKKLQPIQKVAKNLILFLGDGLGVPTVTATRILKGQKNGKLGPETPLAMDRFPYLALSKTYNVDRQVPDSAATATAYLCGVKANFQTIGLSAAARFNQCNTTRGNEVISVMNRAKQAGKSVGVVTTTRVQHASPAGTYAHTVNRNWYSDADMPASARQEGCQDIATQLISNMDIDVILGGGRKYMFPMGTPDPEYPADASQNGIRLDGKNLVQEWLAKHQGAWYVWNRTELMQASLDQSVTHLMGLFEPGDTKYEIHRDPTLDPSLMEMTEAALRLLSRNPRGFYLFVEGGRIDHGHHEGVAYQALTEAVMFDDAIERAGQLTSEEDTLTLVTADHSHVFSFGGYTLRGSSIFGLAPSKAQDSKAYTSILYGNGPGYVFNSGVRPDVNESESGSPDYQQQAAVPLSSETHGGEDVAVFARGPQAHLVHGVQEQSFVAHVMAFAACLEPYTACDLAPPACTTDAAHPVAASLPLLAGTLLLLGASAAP
mIAP act – mouse IAP activation | activation factor at 10 µM | AID 2805 | muIAP, CDP-Star luminescence, 30 min; active compounds read high; 1 = vehicle-only enzyme signal, 0 = enzyme-free wells | actives 0.24% (n = 330,000);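 active = activation factor of at least 2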; note: the source names both 10 and 20 µM as test concentration; values of inactives mirror those of a sister screen read the other way
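also added = chemiluminescent substrate CDP-Star | test system = mouse IAP enzyme | signal = chemiluminescence readout | compound = DMSO-dissolved test compounds | incubation = 30 min at room temperature | benchmarks = DMSO wells, no-enzyme wells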
hIAP inh – human IAP inhibition; P09923; purified IAP, CDP-Star luminescence, 30 min; inhibition, % at 10 µM; actives 0.12% (n = 330,000); AID 2544;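 active = inhibition reaching a set limit with compound at 10 µM in the primary screen, cut at about 35% in these data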;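 note: plate controls were DMSO wells with enzyme for no effect and no-enzyme buffer wells for full effect; values of inactives mirror those of a sister screen read the other way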
ATG4B inhibitor – ATG4B (human) cysteine protease inhibition; ATG4B cleavage of LC3-PLA2, NBD-HPC fluorescence, 1 h; inhibition, % at 8.33 µM; Q9Y4P1; actives 0.51% (n = 340,000); in the data active = inhibition above about 40%
APOBEC3A inh – human APOBEC3A DNA deaminase inhibition. actives 0.41% (n = 330,000). inhibition, % at 20 µM. AID 493011. recombinant A3A, FAM/TAMRA ssDNA deamination fluorescence;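 active = at least 40% inhibition at 20 µM here, with at most 30% in a related deaminase screen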;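 note: plate controls were A3A with DMSO for no effect and wells lacking A3A enzyme for full effect; some results filed as inactive read as strong as hits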
Target sequence (P31941 whole entry, looked up): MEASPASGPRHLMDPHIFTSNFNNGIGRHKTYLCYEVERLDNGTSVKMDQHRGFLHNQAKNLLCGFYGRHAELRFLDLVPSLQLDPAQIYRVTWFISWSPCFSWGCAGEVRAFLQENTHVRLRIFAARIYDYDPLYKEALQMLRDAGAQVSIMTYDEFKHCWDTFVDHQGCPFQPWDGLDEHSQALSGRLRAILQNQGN
* hit, by the source's call; nt = not tested or not shown; & = joins results of further samples.

Molecule | MPTP inh | APOBEC3G inh | MIN6 prolif | mIAP block | hIAP act | mIAP act | hIAP inh | ATG4B inhibitor | APOBEC3A inh
CCOC(=O)N1CCN(CCC(=O)Nc2cccc(Br)c2)CC1 | 1.2&-0.5 | -2&-3 | -1&-2 | -4&-12 | 0.94&1.3 | 1&1.1 | 6&-34 | -2&-8 | -1&-2
O=c1c2c3c(sc2n(CCN2CCOCC2)c(=O)n1Cc1ccco1)CCCCC3 | 0.9 | -1 | -1 | -4 | 1.1 | 1 | -9 | 2 | 0
COc1cc(NC(=O)CN2CCN(c3ccccc3F)CC2)cc(OC)c1 | -0.5 | -1 | -1 | -8 | 1.1 | 1.1 | -9 | -2 | 0
O=C(NCc1ccccc1)C1CCCN(c2ncnc3c2nc2n3CCCCC2)C1 (stereo not given) | 0.5 | -5 | 2 | -4 | 1 | 1 | 0 | 4 | -3
Cc1ccc(OC(=O)c2cccc(S(=O)(=O)N3CCN(C)CC3)c2)c(Br)c1 | 0.6 | -6 | -2 | 0 | 1.1 | 1 | -11 | 1 | -2
COc1ccc(C(=O)NCC(=O)OCC(=O)N2CCN(S(=O)(=O)c3ccccc3)CC2)cc1 | -0.4 | -6 | 4 | -2 | 1.1 | 1 | -10 | -2 | 0
Cc1nc2c3cc(Cl)ccc3n(CCN3CCCCC3)c2s1 | 0.9 | -8 | -4 | -6 | 0.87 | 1.1 | 13 | -5 | -5
COc1ccc(CN(C(=O)c2ccccc2Br)C2CCS(=O)(=O)C2)cc1 (stereo not given) | -1.7 | -7 | -1 | -1 | 0.94 | 1 | 6 | -17 | -1
O=C(N=c1ccn(-c2nc3ccccc3nc2NS(=O)(=O)c2ccc(Cl)cc2)cc1)c1ccccc1Cl | nt | -17 | -4 | 8 | 1.2 | 0.92 | -22 | nt | -5
Cc1cccc(NC(=S)NCc2ccco2)c1C | 0.1 | -5 | 0 | -2 | 0.95 | 1 | 5 | 9 | 2
CCOC(=O)c1ccc(NC(=O)COC)cc1 | -1.3 | 2 | -2 | 4 | 0.91 | 0.95 | 9 | 4 | 2
O=[N+]([O-])c1cc(S(=O)(=O)Nc2cccc(Cl)c2)ccc1N=Nc1c(O)[nH]c2ccccc12 | 33 | -4 | -6 | 32 | 0.79 | 0.68 | 21 | 2 | -1
CN(CC(=O)Nc1ccc(F)cc1Cl)Cc1cccs1 | 0.8 | -8 | 0 | -1 | 1.1 | 1 | -14 | 2 | -1
COc1ccc(CCNCC(C)c2ccccc2)cc1 (stereo not given) | -0.9 | -6 | -3 | 1 | 0.99 | 0.99 | 1 | 1 | -3
O=C(Nc1nnc(-c2ccc(Cl)cc2)o1)c1ccc(N2C(=O)CCC2=O)cc1 | -1.2 | -3 | 0 | 4 | 0.93 | 0.96 | 7 | 4 | 0
NS(=O)(=O)c1ccc(NC(=O)c2cc(-c3cccs3)nc3ccccc23)cc1 | -1.0 | -1 | -2 | 16 | 0.98 | 0.84 | 2 | -4 | 1
Cc1ccc(-n2c(-c3ccc(Cl)cc3Cl)n[nH]c2=S)cc1 | 0.4 | 7 | 1 | -3 | 1.2 | 1 | -22 | -9 | -5
N#CC1(NC(=O)COC(=O)c2ncc(Cl)c(Cl)c2Cl)CCCCC1 | 0.1 | -7 | -4 | 5 | 1.1 | 0.95 | -8 | 1 | 2
O=C(O)c1cc(S(=O)(=O)Nc2ccc(OCc3ccccc3)cc2)ccc1Br | -1.4 | -14 | -3 | 12 | 0.97 | 0.89 | 2 | -8 | -7
O=C(NCCc1ccccn1)c1cccc(S(=O)(=O)N2CCCCCC2)c1 | -3.0 | -5 | -4 | 7 | 0.92 | 0.93 | 8 | 3 | -3
C=CCOC(=O)C1=C(C)NC(=O)NC1c1ccc(O)cc1 (stereo not given) | 0.5 | -5 | 2 | 5 | 0.88 | 0.95 | 12 | 2 | -2
COc1ccc(N=C2S/C(=C\c3ccc(C)o3)C(=O)N2CC(C)C)cc1 | 0.5 | -6 | -5 | 4 | 0.97 | 0.96 | 3 | 0 | -4
O=C(CSc1nc2[nH]ncc2c(=O)[nH]1)Nc1nccs1 | nt | 2 | -2 | -11 | 0.98 | 1.1 | 2 | nt | 2
Cc1cccc(C)c1NC(=O)NC1(C(=O)N2CCCCC2)CCCCC1 | 0.0 | -11 | 5 | 0 | 1 | 1 | -3 | -3 | -3
Cn1c(N2CCOCC2)c(/C=N/O)c2ccccc21 | -1.1 | 0 | 0 | -8 | 1.1 | 1.1 | -8 | -2 | 0
Cc1oc(C(C)(C)C)cc1C(=O)Nc1cccc(C(=O)O)c1 | -0.4 | -2 | 3 | 3 | 0.92 | 0.97 | 8 | -15 | -1
COc1ccc(S(=O)(=O)N(CC(=O)NCC2CCCO2)c2ccc(Cl)cc2)cc1 (stereo not given) | 1.2 | -2 | -1 | -11 | 1.2 | 1.1 | -21 | 2 | 1
COc1ccc(C(=O)Nc2ccc3[nH]ncc3c2)cc1 | -0.2 | -2 | -5 | 4 | 1.2 | 0.96 | -16 | 1 | -4
C=CCNC(=S)Nc1nc2c(cc1C(=O)OCC)CCCC2 | 0.9 | -3 | 0 | 7 | 0.9 | 0.93 | 10 | -6 | -3
O=C(NCCN1CCN(c2ccccc2)CC1)Nc1ccccc1Cl | 0.1 | -8 | -3 | -1 | 0.82 | 1 | 18 | 3 | -5

Complete entries as entered above. Order of values: MPTP inh, APOBEC3G inh, MIN6 prolif, mIAP block, hIAP act, mIAP act, hIAP inh, ATG4B inhibitor, APOBEC3A inh
Profile of C=CCNC(=S)Nc1nc2c(cc1C(=O)OCC)CCCC2 : 0.9, -3, 0, 7, 0.9, 0.93, 10, -6, -3
Profile of O=C(NCCc1ccccn1)c1cccc(S(=O)(=O)N2CCCCCC2)c1 : -3.0, -5, -4, 7, 0.92, 0.93, 8, 3, -3
Profile of C=CCOC(=O)C1=C(C)NC(=O)NC1c1ccc(O)cc1 (stereo not given) : 0.5, -5, 2, 5, 0.88, 0.95, 12, 2, -2
Profile of COc1ccc(S(=O)(=O)N(CC(=O)NCC2CCCO2)c2ccc(Cl)cc2)cc1 (stereo not given) : 1.2, -2, -1, -11, 1.2, 1.1, -21, 2, 1
Profile of O=C(NCCN1CCN(c2ccccc2)CC1)Nc1ccccc1Cl : 0.1, -8, -3, -1, 0.82, 1, 18, 3, -5

Following part:
Molecule | MPTP inh | APOBEC3G inh | MIN6 prolif | mIAP block | hIAP act | mIAP act | hIAP inh | ATG4B inhibitor | APOBEC3A inh
O=C(c1ccccc1F)N1CCC(N2CCCCCC2)CC1 | -0.5 | 1 | -1 | 10 | 0.88 | 0.9 | 12 | -2 | 0
Cc1nc2ccccc2cc1C(=O)N/N=C/c1cccc([N+](=O)[O-])c1 | 2.6 | -6 | 0 | 3 | 0.85 | 0.97 | 15 | -4 | -5
CC(=O)N1CCN(c2ccc(NC(=S)NC(=O)c3ccccc3)cc2)CC1 | 1.0 | -1 | 0 | 17 | 0.97 | 0.83 | 3 | -12 | -1
Cn1ncc(Cl)c1C(=O)Nc1cccc(Cl)c1 | -0.3 | -5 | 0 | 16 | 0.98 | 0.84 | 2 | -3 | -4
CCn1c(SCC(=O)Nc2ccc(C(C)=O)cc2)nc2c([nH]c3ccccc32)c1=O | -1.0 | -1 | -4 | 2 | 0.97 | 0.98 | 3 | -9 | 0
O=C(/C=C/c1ccc(S(=O)(=O)NCc2ccco2)cc1)NCc1ccccc1Cl | 0.1 | 1 | 0 | 7 | 0.96 | 0.93 | 4 | 35 | 3
O=C(c1cc2c(s1)CCCC2)N1CCN(c2ccccc2)CC1 | -2.3 | -10 | 1 | -3 | 0.96 | 1 | 4 | -4 | -2
CC1CCCCN1C(=O)c1ccc(COc2ccc([N+](=O)[O-])cc2)o1 (stereo not given) | 1.0 | -10 | 0 | 11 | 1.1 | 0.89 | -13 | -8 | 0
Nc1c(C(=O)N2CCCC2)sc2nc3c(cc12)CCCCCC3 | -0.8 | -3 | -3 | 9 | 1.2 | 0.91 | -18 | -4 | 1
CC(C)NC(=O)c1cc2n(n1)C(C(F)(F)F)CC(c1ccco1)N2 (stereo not given) | 0.6 | -9 | -2 | 2 | 1.1 | 0.98 | -5 | 5 | 0
CC1CC(C)CN(S(=O)(=O)c2ccc(C(=O)NCc3ccc4c(c3)OCO4)cc2)C1 (stereo not given) | 7.8 | -6 | -4 | -1 | 0.99 | 1 | 1 | -21 | -2
Fc1cccc(CSc2nnc3ccc(-c4ccncc4)nn23)c1 | -0.3 | -1 | 2 | 0 | 0.89 | 1 | 12 | -6 | 3
CC1CCC/C(=N/NC(=O)c2ccccc2-n2cccc2)C1 (stereo not given) | 0.4 | 16 | -2 | 5 | 1.1 | 0.95 | -6 | -2 | 53*
O=C(CSc1nn(-c2ccc(F)cc2)c(=S)s1)N1CCN(C(=O)c2ccco2)CC1 | 0.2 | 9 | -2 | 0 | 0.94 | 1 | 6 | 9 | 1
CC1(C)C2CC[C@]3(C)C(CC=C4[C@@H]5C[C@@](C)(CO)[C@@H](O)C[C@]56C[C@@H](OC6=O)[C@]43C)[C@@]2(C)CC[C@@H]1O (stereo not given in full) | -0.5 | -10 | -2 | 13 | 1 | 0.87 | 0 | -14 | -5
Cc1ccc(-c2cc(-c3ccccc3)c3c(N)c(S(C)(=O)=O)sc3n2)cc1 | 1.1 | -3 | -6 | 11 | 1.1 | 0.89 | -10 | -7 | 1
Cc1oc(S(=O)(=O)N2CCCC2)cc1C(=O)Nc1ccc(F)cc1 | 3.8 | -5 | -1 | -11 | 0.86 | 1.1 | 14 | -7 | -3
CC(C(=O)NCc1ccccc1)n1cc([N+](=O)[O-])cn1 (stereo not given) | 5.1 | -4 | 1 | 9 | 1 | 0.91 | -1 | -6 | 0
CSc1nc(C)cc(-c2cc(C(=O)Nc3ccccc3)on2)n1 | nt | 3 | -3 | 10 | 1.1 | 0.9 | -8 | nt | 1
CCCCn1c2ccc(F)cc2c2nnc(NN)nc21 | 0.3 | -10 | -3 | 6 | 1 | 0.94 | 0 | 3 | 4
COc1ccc2c(=O)c3c(=O)n(-c4ccccc4)c(-c4ccc(C)cc4)nc3oc2c1 | 4.3 | -5 | -1 | 10 | 1 | 0.9 | -2 | -4 | 0
CCCCSc1nnc([C@@H](NC(=O)OC(C)(C)C)C(C)C)o1 | 1.9 | -7 | -1 | 3 | 1 | 0.97 | -3 | 8 | -1
Cc1ccnc(NC(=O)C2(c3cccs3)CCOCC2)c1 | -0.6 | 17 | 0 | 13 | 0.95 | 0.87 | 5 | -2 | -1
COCCCNC(=O)CCn1c(=O)c2ccccc2n(CC(=O)Nc2c(C)cccc2C)c1=O | -3.4 | -5 | -2 | -1 | 0.9 | 1 | 10 | 1 | 0
CCCn1c(=O)[nH]c(=O)c2c1nc(-c1ccc(C#N)cc1)n2CCOC | 0.9 | -11 | -1 | 4 | 1.1 | 0.96 | -10 | -11 | -10

Structures from the list above with a cyano group:
Molecule | MPTP inh | APOBEC3G inh | MIN6 prolif | mIAP block | hIAP act | mIAP act | hIAP inh | ATG4B inhibitor | APOBEC3A inh
N#CC1(NC(=O)COC(=O)c2ncc(Cl)c(Cl)c2Cl)CCCCC1 | 0.1 | -7 | -4 | 5 | 1.1 | 0.95 | -8 | 1 | 2
CCCn1c(=O)[nH]c(=O)c2c1nc(-c1ccc(C#N)cc1)n2CCOC | 0.9 | -11 | -1 | 4 | 1.1 | 0.96 | -10 | -11 | -10

Source: PubChem (Sanford-Burnham Center for Chemical Genomics)

This is a random part of the collection, and some 3.3% of all compounds hit somewhere here.
